Compound activity (PubChem)
CAL PDZ FP-1: inhibitors of human CAL PDZ peptide binding; inhibition, % at 24.9 µM; Q9HD26; purified CAL PDZ, TMR-peptide fluorescence polarization, 1 h; hit rate 0.92% among 300,000; AID 602252;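 active = mean inhibition of at least 30% with at least half of replicates also reaching 30%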;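 note: 0% = DMSO neutral control and 100% = excess unlabeled competitor peptide PRC23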
DAGLB inhibitor: blocks human DAGLB lipase activity; Q8NCG7; HEK293T DAGLB membrane lysate, EnzChek fluorogenic substrate; inhibition, % at 5.17 µM; hit rate 0.059% among 340,000; in the data active = inhibition above about 34%;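 note: 0% = enzyme with vehicle and 100% = wells lacking enzyme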
Pemphigus Ab inh: blocks pemphigus antibody binding to human desmoglein-3; P32926; hit rate 0.48% among 310,000; DSG3-coupled beads, scFv-anti-DSG3-GFP binding, flow cytometry; stronger effect = lower value; binding (percent of control), % at 10 µM;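 active = binding more than 3 SD below its plate's average and above zero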; note: some compounds called inactive have numbers as strong as hits
C-LANA FP: inhibitors of KSHV LANA C-terminal domain DNA binding. MBP-C-LANA/FAM-LBS DNA binding, fluorescence polarization. hit rate 0.078% among 340,000. AID 504423. inhibition, % at 9 µM;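 active = highest replicate inhibition at or above 60% at 9 µM, even if other replicates fall short; inactive = all replicates below 60% inhibition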;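 note: 0% = neutral control wells and 100% = 4 µM acridine orange control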
CAL PDZ FP-2: blocks peptide binding to human CAL PDZ domain | hit rate 0.02% among 330,000 | purified CAL PDZ, TMR-peptide fluorescence polarization, 1 h | Q9HD26 | inhibition, % at 20 µM | AID 504414;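 active = highest replicate inhibition of at least 40%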;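 note: plate controls were DMSO neutral control wells for no effect and unlabeled competitor peptide control wells for full effect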
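material = purified tagged CAL PDZ domain construct (CerCALP) | buffer or medium = sodium phosphate/NaCl buffer pH 7.4 with TCEP, IgG, Thesit | reagent = TMR-labelled reporter peptide T*-PRC34 bound in PDZ groove | incubation = 1 h room-temperature incubation prior to read | measured by = fluorescence polarization (mP) | evaluation = percent inhibition from loss of millipolarization | control set = unlabelled peptide and DMSO controls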
V-ATPase pH: regulators of yeast V-ATPase proton transport; response, % at 10 µM; hit rate 0.37% among 350,000; S. cerevisiae, pHLuorin cytosolic pH fluorescence; in the data active = response mostly above about 7.3%, no sharp cut-off; inactive = mostly below about 5.4%; note: actives read high; inactives centre near 0; some compounds called inactive have numbers as strong as hits
Keap1-Nrf2 PPI: disrupts human Keap1 binding to Nrf2 peptide; Q14145; Keap1 Kelch-Nrf2 peptide fluorescence polarization, 1536-well; inhibition, % at 9.4 µM; hit rate 0.15% among 340,000; AID 504523; in the data active = inhibition above about 12%;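 note: human Keap1 Kelch domain with fluorescein labeled Nrf2 9mer peptide probe; 0% = neutral control wells and 100% = peptide positive control; higher means more block of Keap1 binding to Nrf2 peptide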
NSD2 inh: NSD2 (human) methyltransferase inhibition. AID 743445. O96028. hit rate 0.54% among 310,000. inhibition, % at 12.5 µM. NSD2 peptide methylation, AlphaScreen, 120 min; in the data active = inhibition above about 50%
Target sequence (O96028 whole entry, looked up): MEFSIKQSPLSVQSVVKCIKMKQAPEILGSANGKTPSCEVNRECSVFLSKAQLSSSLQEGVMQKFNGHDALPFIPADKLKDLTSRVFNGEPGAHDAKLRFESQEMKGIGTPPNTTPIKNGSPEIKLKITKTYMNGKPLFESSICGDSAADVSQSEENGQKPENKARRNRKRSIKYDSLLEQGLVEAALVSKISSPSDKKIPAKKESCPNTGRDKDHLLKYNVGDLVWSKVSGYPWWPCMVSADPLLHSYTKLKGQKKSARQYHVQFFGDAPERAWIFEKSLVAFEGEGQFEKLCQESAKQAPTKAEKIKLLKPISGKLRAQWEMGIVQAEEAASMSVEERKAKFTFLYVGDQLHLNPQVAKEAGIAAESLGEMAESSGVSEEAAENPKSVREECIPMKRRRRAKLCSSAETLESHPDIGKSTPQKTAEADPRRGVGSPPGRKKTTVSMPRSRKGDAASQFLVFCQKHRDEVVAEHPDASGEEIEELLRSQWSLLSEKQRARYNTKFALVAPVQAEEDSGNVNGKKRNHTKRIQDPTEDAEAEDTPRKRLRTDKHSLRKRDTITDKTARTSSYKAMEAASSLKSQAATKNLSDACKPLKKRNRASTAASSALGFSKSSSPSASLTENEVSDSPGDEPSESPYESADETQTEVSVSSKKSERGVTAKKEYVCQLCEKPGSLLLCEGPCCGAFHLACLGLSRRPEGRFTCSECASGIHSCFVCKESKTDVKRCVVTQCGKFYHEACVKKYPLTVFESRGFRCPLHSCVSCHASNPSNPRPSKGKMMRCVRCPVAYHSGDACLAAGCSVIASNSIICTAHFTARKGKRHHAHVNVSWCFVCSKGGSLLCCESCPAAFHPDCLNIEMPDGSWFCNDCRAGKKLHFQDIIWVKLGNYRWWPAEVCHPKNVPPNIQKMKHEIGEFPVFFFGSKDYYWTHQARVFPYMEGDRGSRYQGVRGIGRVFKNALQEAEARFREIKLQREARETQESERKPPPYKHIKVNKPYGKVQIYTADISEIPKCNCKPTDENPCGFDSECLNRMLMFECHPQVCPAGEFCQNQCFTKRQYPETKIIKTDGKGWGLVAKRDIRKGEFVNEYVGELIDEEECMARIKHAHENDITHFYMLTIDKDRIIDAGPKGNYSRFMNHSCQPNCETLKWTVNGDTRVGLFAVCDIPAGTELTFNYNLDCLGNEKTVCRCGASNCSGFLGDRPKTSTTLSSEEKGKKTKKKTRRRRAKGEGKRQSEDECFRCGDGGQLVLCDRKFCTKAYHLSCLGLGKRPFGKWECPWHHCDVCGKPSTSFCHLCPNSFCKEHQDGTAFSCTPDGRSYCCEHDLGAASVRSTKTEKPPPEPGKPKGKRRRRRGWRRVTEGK
Arrestin-AP2 inh: blocks beta-arrestin peptide binding to AP2 adaptin. FITC-arrestin peptide / GST-AP2 beads, flow cytometry; AP2 beta2 appendage carries R879A mutation. inhibition, % at 10 µM. hit rate 0.31% among 340,000;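 active = inhibition above a set limit, near 3 SD of compounds lacking own fluorescence, cut at about 54% in these data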;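 note: plate controls were DMSO wells for no effect and 5 µM unlabelled arrestin peptide for full effect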
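system = GST-tagged AP2 beta2-adaptin appendage (R879A) on 4 µm glutathione beads | reagent = FITC-labelled arrestin peptide probe, 50 nM final | schedule = compound with beads 12 min RT, then probe 1 h RT | signal = HyperCyt-sampled flow cytometry, FL1 channel, ex 488/em 535 nm | read-out = percent response from loss of bead-bound FITC fluorescence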
RTF Ca sens inh: cardiac RTF calcium desensitization; P19429+P45379; IANBD-labeled cardiac RTF, Ca2+ fluorescence; inhibition, % at 7.15 µM; hit rate 0.12% among 340,000; AID 493244;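 active = inhibition above the mean inhibition of all tested compounds plus 3 SD, cut at about 17% in these data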;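 note: assay run at fixed EC70 calcium of 1.6 mM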
* marks the source's active call; other numbers are inactive results; . = not tested or not shown. An excerpt; count on the stated rates, not on these rows.

Order of values – DAGLB inhibitor | V-ATPase pH | CAL PDZ FP-1 | Keap1-Nrf2 PPI | Pemphigus Ab inh | CAL PDZ FP-2 | RTF Ca sens inh | NSD2 inh | Arrestin-AP2 inh | C-LANA FP
Cc1c(/C=C/C(=O)c2cccs2)cnn1C
 : -2 | 1 | 4 | -2 | . | -0.4 | 3 | -3 | 23 | -4.3
O=C(NN=Cc1ccc(F)cc1)c1cccc(S(=O)(=O)N2CCCC2)c1
 : 0 | 2 | 0 | -1 | . | -1.1 | 7 | -1 | 3 | -0.6
Cc1c(NC(=O)C(C)OC(=O)c2cccc(S(=O)(=O)N(C)C)c2)c(=O)n(-c2ccccc2)n1C (configuration not stated)
 : 1 | 0 | -1 | -2 | 102 | 0.2 | 0 | -12 | -9 | 3.0
Cc1ccc(NS(=O)(=O)c2ccc(C(C)(C)C)cc2)cn1
 : -2 | 4 | 1 | -3 | 102 | 0.3 | -4 | -9 | 0 | -0.3
Cc1ccc(C)c(OCc2ccc(C(=O)Nc3ccc([N+](=O)[O-])cn3)o2)c1
 : -7 | 9.9* | 2 | 0 | 98 | 0.7 | -8 | 0 | 5 | -0.1
Cc1c(=O)n(OCc2ccc(Cl)cc2)c2ccccc2[n+]1[O-]
 : 0 | 2 | -1 | 3 | 97 | -0.8 | 7 | -5 | -9 | -0.7
COc1cc2c(cc1OC)CN(C(=O)c1ccc(Cl)c(S(=O)(=O)N3CCCC3)c1)CC2
 : -2 | 9 | 1 | 0 | . | -1.5 | -7 | 33 | -8 | -1.0
COCCn1c(N)c(N(Cc2ccccc2)C(=O)Cc2ccccc2F)c(=O)[nH]c1=O
 : 2 | -2 | . | 2 | 107 | -0.6 | 4 | -1 | -19 | -1.7
CCOC(=O)C1CCCN(Cc2nc(Cc3cccc(F)c3)no2)C1 (configuration not stated)
 : -2 | -1 | -1 | 2 | 90 | -3.2 | -9 | -4 | -5 | -1.8
Cc1cccc2c1cnn2C(=O)CCC(=O)N1CC(C)CC(C)C1 (configuration not stated)
 : -6 | -1 | -3 | 0 | 99 | -1.1 | -5 | . | 4 | -0.1
CN(CC(=O)NCCc1ccc(S(N)(=O)=O)cc1)Cc1ccc(Cl)cc1Cl
 : -1 | 2 | -4 | -5 | 101 | -1.7 | -2 | 0 | -3 | -0.6
CCOC(=O)Cc1csc(NC(=O)Cn2c(=O)oc3ccccc32)n1
 : 1 | -4 | -3 | 0 | 100 | -0.2 | 0 | 2 | -2 | -7.4
Cc1ccc(-c2noc(C3CCCN(S(=O)(=O)c4ccc5ccccc5c4)C3)n2)o1 (configuration not stated)
 : 0 | -5 | -4 | -4 | 118 | -2.7 | -7 | 2 | 24 | 0.8
Cc1cc(NC(=O)c2cc([N+](=O)[O-])ccc2Cl)no1
 : -1 | -3 | . | -6 | 107 | 0.1 | -14 | 0 | -7 | 0.1
COc1ccc(N2CC(C(=O)Nc3c4c(nn3-c3ccccc3)CS(=O)(=O)C4)CC2=O)cc1 (configuration not stated)
 : 0 | 0 | -2 | -2 | . | -1.6 | -7 | 3 | 47 | 0.9
Cn1cc(CCNC(=O)CC2C(=O)NCCN2Cc2cccc(Oc3ccccc3)c2)cn1 (configuration not stated)
 : -2 | 1 | -2 | -7 | 108 | -2.0 | -3 | . | 0 | 0.2
Cc1cc(C)c(NC(=O)COC(=O)CCc2ccc(S(=O)(=O)N3CCCCC3)cc2)c(C)c1
 : -1 | 5 | -23 | -5 | 96 | 0.4 | -22 | 3 | 3 | -0.4
Cc1noc(/C=C/N(C)C)c1S(=O)(=O)NC1CCCCC1
 : 6 | 0 | 0 | 0 | 104 | -0.4 | -10 | 3 | -5 | 0.7
O=C(Cc1ccc(Br)cc1)Nc1ccc(S(=O)(=O)NCC2CCCO2)cc1 (configuration not stated)
 : -1 | -2 | -4 | -7 | 101 | -1.7 | 5 | -2 | -6 | -0.6
O=C(Oc1ccccc1Cl)c1ccc(-n2cncn2)nc1
 : -2 | 0 | -2 | -4 | . | -0.2 | -8 | -1 | -9 | -0.4
COC(=O)CCCNC(=O)c1ccc2nc(Cc3ccc(OC)cc3)oc2c1
 : 0 | -3 | . | 3 | 92 | -0.7 | -13 | -1 | 6 | 3.4
COc1ccc(-c2noc(CCC(=O)Nc3ccc(C)c(C)c3)n2)cc1
 : -6 | -1 | -1 | -3 | 80 | -1.4 | 3 | -2 | 26 | -1.8
CCCCn1nc(C(=O)Nc2c(C)n(C)n(-c3ccccc3)c2=O)c2ccccc2c1=O
 : 1 | -6 | -4 | 5 | 102 | -0.5 | -7 | 0 | 42 | 0.4
Cc1sc2nc(C3CCCCC3)nc(SCC(=O)N3CC(=O)Nc4ccccc43)c2c1C
 : -2 | -1 | -5 | -3 | 98 | -0.1 | -1 | -1 | -9 | -1.1
CCOCCSc1n[nH]c(=O)n1CCc1ccccc1
 : -5 | 1 | -2 | 0 | 80 | -0.1 | -3 | -1 | 27 | 0.4
NS(=O)(=O)c1ccc(CCNC(=O)COC(=O)Cc2ccc(Cl)cc2)cc1
 : -5 | 1 | . | . | 101 | . | . | -1 | . | .
O=C(CC(=O)c1cccc([N+](=O)[O-])c1)Nc1ccccc1Cl
 : 4 | . | -1 | 1 | 122 | -1.5 | -5 | 6 | 2 | 0.5
COc1ccc(NC(=O)C2C(c3ccccc3)C2(Cl)Cl)cc1 (configuration not stated)
 : -5 | 0 | 3 | 1 | 114 | -2.0 | 3 | -4 | -5 | -0.5
Cc1cc(NCCN2CCOCC2)c2ccc3ccccc3c2n1
 : -3 | -5 | -1 | 2 | 101 | -4.4 | -1 | 4 | 1 | -6.1
CC1CCN(C(=O)CSc2nc(N)c(NC(=O)c3ccccc3)c(=O)[nH]2)CC1
 : -2 | 1 | -2 | -6 | 114 | -1.0 | -3 | 3 | -15 | -2.5
CCCc1cc(=O)oc2c3c(c4c(c12)OC(C)(C)C=C4)OC(C)C(C)C3O (configuration not stated)
 : -6 | -2 | -5 | -6 | 103 | -0.7 | -2 | . | 0 | -1.0
COc1ccc(/C=N/N2CCN(C3c4ccccc4-c4ccccc43)CC2)cc1O
 : -3 | 0 | 0 | 2 | 104 | -0.8 | -2 | 1 | 5 | 2.4
Clc1ccc(CSc2ncnc3nc[nH]c23)cc1
 : -2 | -2 | 2 | 1 | 100 | -2.4 | -4 | -1 | . | 0.8
COc1ccc(Br)cc1CNC(C)c1ccccc1 (configuration not stated)
 : -1 | 0 | -2 | -6 | 110 | -1.6 | 3 | -4 | -4 | -3.7
OCCOCCOc1ccccc1OCCOCCO
 : 1 | 4 | -1 | -5 | 105 | -2.4 | -9 | 1 | 0 | -1.6
Cc1ccc(NC(=O)CN(C)C(=O)COc2ccc(Br)cc2)cc1
 : 0 | -3 | . | . | 99 | . | . | -2 | . | .
O=C(CCc1ccccc1)NC(=S)Nc1cccc(Br)c1
 : -10 | 1 | -1 | -5 | 120 | -2.2 | -1 | -2 | -1 | 0.0
O=C(O)CSc1c2ccccc2cc2ccccc12
 : 2 | -2 | -3 | -1 | 124 | -1.3 | -2 | 0 | 24 | 3.4
CN(C(=O)COC(=O)c1ccc2c(c1)NC(=O)CS2)C1CCS(=O)(=O)C1 (configuration not stated)
 : -1 | 1 | -17 | 2 | 109 | 1.0 | 2 | -3 | 38 | -0.9
Cc1cc(C)cc(NC(=O)CSc2cc(C(=O)c3nccn3C)c3ccccc3n2)c1
 : -2 | 6 | -8 | -2 | 75 | -3.3 | 0 | -3 | 15 | 1.1
CCCCCn1c(SCC(=O)OCC)nc2cc(C(=O)N3CCC(C(N)=O)CC3)ccc2c1=O
 : 2 | 5 | . | -5 | 107 | -2.8 | 0 | 0 | 1 | 0.7
Cc1ccccc1OCC(O)Cn1c2ccccc2c2ccccc21 (configuration not stated)
 : -7 | 1 | 15 | 0 | 100 | -2.8 | -14 | -2 | 14 | -0.4
CCC(=O)c1ccc(OCc2cn(CC(=O)c3ccc(O)cc3)nn2)cc1
 : 2 | 0 | -3 | -1 | 94 | 0.2 | -4 | . | 3 | 1.5
Cc1ccc(C(=O)N(C)CC(=O)Nc2ccc(N3CCOCC3)cc2)s1
 : -1 | 0 | -1 | -2 | 97 | -2.4 | -1 | 1 | 11 | -0.8
O=C(c1ccc(S(=O)(=O)Cc2ccccc2F)c([N+](=O)[O-])c1)N1CCCCCC1
 : -1 | -1 | 6 | -4 | . | -0.2 | -12 | 2 | 18 | 0.4
CC1CC(C)CN(C(=O)CSc2nnc(-c3ccco3)o2)C1 (configuration not stated)
 : -3 | 2 | -2 | 2 | 104 | -0.3 | -5 | 0 | 3 | -0.4
O=C(CSc1ccccn1)Nc1ccc(F)c([N+](=O)[O-])c1
 : 0 | 1 | -5 | -3 | 99 | -0.8 | 1 | 2 | 6 | 10
Nc1nonc1C(=O)N/N=C/c1cccc([N+](=O)[O-])c1
 : -2 | 2 | 0 | 2 | 114 | -2.9 | -9 | -2 | -4 | -1.3
Cc1cccc(NC(=O)c2nc[nH]c2C(=O)NCCCCNC(=O)c2[nH]cnc2C(=O)Nc2cccc(C)c2)c1
 : -3 | 1 | -3 | -1 | 99 | -0.5 | 4 | . | 6 | -0.2
Fc1ccc(NC(=S)NCc2ccccn2)cc1
 : 3 | -4 | -1 | 3 | 108 | -0.6 | -3 | -1 | 2 | 0.9
Cc1cc(-n2c(C)cc(C(=O)COc3ccc(F)c(F)c3)c2C)no1
 : -5 | 1 | . | 5 | 97 | -0.8 | -4 | 0 | 35 | 0.1
Cc1ccc(C(=O)Cn2cnc3ccccc3c2=O)cc1C
 : 4 | -1 | -1 | -2 | 95 | -0.2 | 0 | 2 | -1 | 0.3
FC(F)(F)c1ccccc1NC(=S)Nc1cccc2cnccc12
 : -1 | 1 | 0 | -1 | 99 | -0.3 | 1 | 96* | -7 | 0.8
O=C(NCC(=O)N1CCCCCCC1)c1ccc(Cl)cc1
 : -1 | -1 | 1 | 3 | 118 | -1.0 | -1 | -1 | 10 | -2.2
CCNC(=S)NCCN1CCOCC1
 : -2 | -1 | 5 | -2 | 103 | -0.2 | 3 | 0 | 0 | 0.2
Cc1cccc(-n2cnc(C(=O)N/N=C\c3ccc(Br)cc3)c2)n1
 : 2 | 2 | -4 | -1 | 108 | 0.5 | -1 | -2 | -4 | 3.1
CSc1ncc(Cl)c(C(=O)Nc2ccc(S(=O)(=O)Nc3nccc(C)n3)cc2)n1
 : 2 | -2 | 0 | -5 | . | -3.4 | -4 | 0 | 1 | -2.2
CC(=O)OC(C(=O)N1CCN(c2ccc(F)cc2)CC1)c1ccccc1 (configuration not stated)
 : 1 | 0 | -1 | 5 | 101 | -0.6 | 1 | 0 | 0 | -0.7
